Assay outcomes as filed in PubChem BioAssay.
S1P4 antagonist: antagonists of human S1P4 receptor. 220,000 compounds, 0.26% hits. S1P4-expressing cells, antagonist mode, reporter read-out. O95977. AID 1510. inhibition, % at 4.98 µM; in the data active = inhibition above about 29%;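 note: 0% = wells stimulated with agonist and 100% = vehicle wells without agonist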
eIF4E-4G inh: inhibitors of eIF4E and eIF4G interaction in translation initiation; TR-FRET eIF4E-eIF4GI(517-606) binding, 2 h; P63073+Q04637; inhibition, % at 21.7 µM; 220,000 compounds, 0.37% hits;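 active = inhibition above about 30%, limit read from the data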;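 note: 0% = full FRET control wells and 100% = background wells lacking eIF4GI fragment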
S1P4 ag: agonists of human S1P4 receptor; O95977; activation, % at 4.98 µM; S1P4-expressing cell line, agonist reporter assay; 220,000 compounds, 0.35% hits; in the data active = activation above about 11%;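 note: 0% = DMSO vehicle and 100% = reference agonist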
Ba/F3 V617F tox: loss of viability in JAK2V617F-driven Ba/F3 cells | Ba/F3 EpoR-JAK2V617F viability, ATP luminescence | inhibition, % at 5.6 µM | 220,000 compounds, 1.1% hits;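 active = inhibition above the campaign mean plus 3 SD over all tested compounds, cut at about 24% in these data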;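 note: cytokine-independent growth of Ba/F3 cells driven by EpoR plus mutant JAK2; 0% = DMSO-treated cells and 100% = JAK inhibitor I control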
NPY2 pot ag: potentiators or agonists of human neuropeptide Y receptor Y2; P49146; cells expressing NPY-Y2, potentiator/agonist read-out; activation, % at 3.6 µM; 220,000 compounds, 0.45% hits; AID 1359; in the data active = activation above about 27%;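 note: cells stimulated with NPY near EC25 plus isoproterenol at EC100; 0% = vehicle plus submaximal agonist and 100% = vehicle plus saturating agonist; some results beyond the cut were filed as inactive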
BaF3 tox: parental Ba/F3 viability inhibition as JAK2V617F counter-screen; CellTiter-Glo ATP luminescence; inhibition, % at 5.6 µM; 220,000 compounds, 1.1% hits; AID 1486;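 active = inhibition above a per-campaign cutoff, the mean inhibition of all tested compounds plus 3 SD, cut at about 27% in these data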;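 note: 0% = DMSO wells and 100% = JAK Inhibitor I control wells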
PERK inh: inhibitors of human PERK kinase; CHO PERK-DD fusion, SEAP luminescence translation reporter; AID 1416; inhibition, % at 5.6 µM; 220,000 compounds, 0.17% hits;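 active = inhibition above the mean inhibition of all tested compounds plus 3 SD, set separately per screening campaign, cut at about 2.9% in these data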;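 note: PERK kinase domain activated by AP20187 dimerizer at 100 nM; 0% = DMSO with dimerizer and 100% = rapamycin at 8.4 µM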
Target sequence (Q9NZJ5 whole entry, looked up, the tested form may be a part): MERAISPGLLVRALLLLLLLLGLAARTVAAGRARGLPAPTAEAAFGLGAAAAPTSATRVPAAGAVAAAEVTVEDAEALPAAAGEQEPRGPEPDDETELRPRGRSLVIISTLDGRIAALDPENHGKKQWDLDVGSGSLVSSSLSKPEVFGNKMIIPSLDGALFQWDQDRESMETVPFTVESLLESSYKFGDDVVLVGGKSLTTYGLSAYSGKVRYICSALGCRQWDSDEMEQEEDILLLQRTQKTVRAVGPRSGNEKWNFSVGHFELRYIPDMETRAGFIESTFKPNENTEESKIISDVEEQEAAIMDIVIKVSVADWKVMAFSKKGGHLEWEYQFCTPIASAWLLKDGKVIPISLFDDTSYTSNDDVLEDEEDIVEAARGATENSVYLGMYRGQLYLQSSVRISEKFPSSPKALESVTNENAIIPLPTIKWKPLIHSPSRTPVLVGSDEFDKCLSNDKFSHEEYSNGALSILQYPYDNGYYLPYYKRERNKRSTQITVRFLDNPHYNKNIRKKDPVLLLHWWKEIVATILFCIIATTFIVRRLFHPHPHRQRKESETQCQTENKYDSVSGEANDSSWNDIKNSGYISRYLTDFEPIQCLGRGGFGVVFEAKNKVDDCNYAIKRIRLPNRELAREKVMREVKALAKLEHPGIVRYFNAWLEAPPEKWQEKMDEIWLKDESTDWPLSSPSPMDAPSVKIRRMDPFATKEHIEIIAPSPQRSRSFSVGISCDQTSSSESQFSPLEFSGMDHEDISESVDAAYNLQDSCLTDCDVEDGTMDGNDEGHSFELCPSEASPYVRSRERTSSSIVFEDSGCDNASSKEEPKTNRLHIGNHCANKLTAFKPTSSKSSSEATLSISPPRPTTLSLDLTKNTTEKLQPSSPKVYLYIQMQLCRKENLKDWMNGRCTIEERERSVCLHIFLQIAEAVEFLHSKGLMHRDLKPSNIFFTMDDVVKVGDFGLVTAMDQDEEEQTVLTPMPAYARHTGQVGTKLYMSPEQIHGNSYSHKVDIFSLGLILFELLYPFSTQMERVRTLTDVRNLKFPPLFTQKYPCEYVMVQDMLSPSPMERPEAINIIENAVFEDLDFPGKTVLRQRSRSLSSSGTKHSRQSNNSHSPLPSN
Mdm2 ligase inh: inhibitors of human Mdm2 E3 ubiquitin ligase; cell-based MDM2 ubiquitination luciferase reporter, 2 h; 0 = plate control, 100 = twice control, blank-subtracted; signal enhancement, % at 5 µM; 210,000 compounds, 0.11% hits; AID 1230;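 active = signal enhancement of 30% or more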;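 note: luminescence tracks abundance of the self-degrading MDM2-luciferase fusion protein; higher signal means inhibition of MDM2 E3 ligase activity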
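Test system: stable mammalian line carrying autodegrading MDM2–luciferase fusion reporter; quantity: 2000 cells in each well; times: 4 h cell settling then 2 h compound exposure, 37 °C; detection: luminescence with SteadyLite reagent, 15 min at room temperature; evaluation: percent signal gain over controls, blank-subtracted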
Wee1 stabilizer: blocks degradation of human Wee1 kinase; AID 1321; P30291; reporter increase, % at 5 µM; 220,000 compounds, 1.2% hits; HeLa Luc-Wee1K328M stability, luciferase luminescence; 100% = proteasome inhibitor MG132 effect;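 active = activation above the mean of all tested compounds plus 3 SD, set per screening run, cut at about 8.8% in these data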;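 note: cells exposed to compound for 20 h before luminescence read; 0% = DMSO alone and 100% = MG132 at 30 µM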
An asterisk follows results filed as active; . = not tested or not shown; [ ] = dose if it differs, or a comment. Outcome played no part in choosing rows. About 4.1% of those tested had a hit in this group.

SMILES	S1P4 antagonist	eIF4E-4G inh	S1P4 ag	Ba/F3 V617F tox	NPY2 pot ag	BaF3 tox	PERK inh	Mdm2 ligase inh	Wee1 stabilizer
CCN(CCO)C(=S)Nc1cc(S(=O)(=O)N(C)C)ccc1C	-13	-2	0.5	3	14	10	0.3	-4	0
CC(C)C(NC(=O)COc1ccccc1)C(=O)O (stereo not drawn)	1	-5	2.0	1	-8	2	0.0	-6	-2
Cc1ccc(NC(=S)N(C)N)cc1Cl	-17	2	1.1	0	-3	8	0.4	-7	3
COC(=O)CC/C(O)=C1/C(=N)CC(C)(C)CC1=O	8	-8	1.3	-1	-23	2	0.3	-8	-2
CCn1c(=O)cc(SCC(=O)NCC2CCCO2)c2ccccc21 (stereo not drawn)	-13	4	-2.3	3	-6	6	-0.1	-14	-1
COc1cccc(C2C(=O)N(C3CCCCC3)CC(=O)N2Cc2ccc(F)cc2)c1 (stereo not drawn)	-21	4	1.0	0	7	6	-1.4	-6	-1
Cc1cccc(C)c1NC(=O)CSCC(=O)c1ccc(O)c(O)c1	4	-7	0.5	5	13	-2	1.2	-7	0
COC(=O)c1c(C)oc2ccc(N(C(=O)c3ccncc3)S(=O)(=O)c3ccc(C)cc3C)cc12	-8	4	1.4	-1	6	6	1.2	-1	-2
Cc1ccc(CCC(=O)Nc2nccs2)o1	-14	2	0.8	-5	14	0	0.9	-29	-2
Cc1nc(N2CCOCC2)nc(OC(C)C)c1[N+](=O)[O-]	-14	-6	0.4	-4	-9	2	1.2	1	-2
Cc1nn(-c2ccccc2)c(N2CCCC2)c1/C=C1\N=C(c2ccc(F)cc2)OC1=O	-1	-2[fluorescence artefact?]	0.5	0	-14	4	0.6	12	3
COc1cccc(/C=N/NC(=O)CC2C(=O)NN=C2C)c1O (stereo not drawn)	-1	2	2.3	2	-16	9	1.2	-1	0
O=c1c2ccccc2nc(-c2ccc(Cl)c(Cl)c2)n1O	-18	5	2.5	-1	-10	5	-0.1	-11	-2
COc1ccccc1N1CCN(C(=O)c2cnn3cccnc23)CC1	-22	-4	2.5	0	6	5	1.2	-3	-3
O=C(CCN1C(=O)C2C3C=CC(C4CC34)C2C1=O)Oc1ccc(Br)cc1 (stereo not drawn)	2	-3	-3.4	5	-19	9	-0.3	1	2
CC(C)NC(=O)NC(=O)CSc1nncn1C	-22	3	-1.0	-1	10	2	1.5	-17	5
Cc1ccc(Cl)cc1NC(=O)c1ccc(NC(=O)CCC(=O)O)cc1	-19	-3	0.4	-1	12	5	1.9	2	2
CCCCCCSc1nsc(NC(=O)CC(C)C)n1	0	-1	1.6	-4	2	2	0.8	-8	5
COc1ccc(/C=C(\C#N)C(=O)C(C)(C)n2cncn2)cc1	0	3	-0.3	-4	9	4	1.0	-13	-3
COc1ccc(-c2cc(C(F)(F)F)nc(SCC(=O)N3CC(C)OC(C)C3)n2)cc1OC (stereo not drawn)	-16	-2	4.5	1	-1	1	-0.7	-10	-1

14 structures out of the list, arranged by molar mass, largest number first.
SMILES	S1P4 antagonist	eIF4E-4G inh	S1P4 ag	Ba/F3 V617F tox	NPY2 pot ag	BaF3 tox	PERK inh	Mdm2 ligase inh	Wee1 stabilizer
COC(=O)c1c(C)oc2ccc(N(C(=O)c3ccncc3)S(=O)(=O)c3ccc(C)cc3C)cc12	-8	4	1.4	-1	6	6	1.2	-1	-2
O=C(CCN1C(=O)C2C3C=CC(C4CC34)C2C1=O)Oc1ccc(Br)cc1 (stereo not drawn)	2	-3	-3.4	5	-19	9	-0.3	1	2
COc1cccc(C2C(=O)N(C3CCCCC3)CC(=O)N2Cc2ccc(F)cc2)c1 (stereo not drawn)	-21	4	1.0	0	7	6	-1.4	-6	-1
Cc1ccc(Cl)cc1NC(=O)c1ccc(NC(=O)CCC(=O)O)cc1	-19	-3	0.4	-1	12	5	1.9	2	2
CCn1c(=O)cc(SCC(=O)NCC2CCCO2)c2ccccc21 (stereo not drawn)	-13	4	-2.3	3	-6	6	-0.1	-14	-1
Cc1cccc(C)c1NC(=O)CSCC(=O)c1ccc(O)c(O)c1	4	-7	0.5	5	13	-2	1.2	-7	0
COc1ccccc1N1CCN(C(=O)c2cnn3cccnc23)CC1	-22	-4	2.5	0	6	5	1.2	-3	-3
O=c1c2ccccc2nc(-c2ccc(Cl)c(Cl)c2)n1O	-18	5	2.5	-1	-10	5	-0.1	-11	-2
COc1cccc(/C=N/NC(=O)CC2C(=O)NN=C2C)c1O (stereo not drawn)	-1	2	2.3	2	-16	9	1.2	-1	0
CCCCCCSc1nsc(NC(=O)CC(C)C)n1	0	-1	1.6	-4	2	2	0.8	-8	5
COc1ccc(/C=C(\C#N)C(=O)C(C)(C)n2cncn2)cc1	0	3	-0.3	-4	9	4	1.0	-13	-3
COC(=O)CC/C(O)=C1/C(=N)CC(C)(C)CC1=O	8	-8	1.3	-1	-23	2	0.3	-8	-2
Cc1ccc(CCC(=O)Nc2nccs2)o1	-14	2	0.8	-5	14	0	0.9	-29	-2
Cc1ccc(NC(=S)N(C)N)cc1Cl	-17	2	1.1	0	-3	8	0.4	-7	3

Next records follow:
SMILES	S1P4 antagonist	eIF4E-4G inh	S1P4 ag	Ba/F3 V617F tox	NPY2 pot ag	BaF3 tox	PERK inh	Mdm2 ligase inh	Wee1 stabilizer
CC(=O)C1=C(C)NC(C)=C(C(C)=O)C1c1cn(-c2ccccc2)nc1-c1cccs1	13	2	-0.2	-2	7	4	-0.5	-21	-2
Cn1c(=O)c2cc3c(nc2n(C)c1=O)CC(c1ccccc1)CC3=O (stereo not drawn)	-1	9	1.1	1	0	0	-0.8	3	-1
Cc1ccc(CNC(=O)CCCNS(=O)(=O)c2cccc3nonc23)cc1	5	-9[fluorescence artefact?]	0.2	2	4	1	-0.7	-7	3
CC1(C)Oc2ccc(C(=O)N3CCCCC3)cc2N(CC(=O)NCc2ccccc2)C1=O	-8	-7	-0.7	-2	15	6	-0.1	-10	0
Fc1ccccc1-c1nc(N2CCCCC2)c2ccccc2n1	-6	0	1.4	-1	13	4	0.8	-6	2
CN(CCC#N)C(=O)COC(=O)c1ccc2[nH]c3c(c2c1)CCCC3	-5	2	-1.9	1	2	4	0.1	1	-4
CCOC(=O)c1c(NC(=O)C(C)Sc2cn(C)c3ccccc23)sc2c1CCC2 (stereo not drawn)	10	-10	-0.1	1	3	9	0.8	.	4
Cc1[nH]c2ccccc2c1CCC(N)=O	5	-2	0.5	-4	12	-1	2.0	-30	6
CCC(CC)C(=O)N1CCN(c2ccccc2)CC1	-11	3	0.8	1	3	2	0.7	-19	1
C=CCN(c1ccccc1C(=O)NCC(=O)O)S(=O)(=O)c1ccc(C)cc1	2	4	0.9	-1	4	-4	1.3	-7	0
O=C1/C(=N\S(=O)(=O)c2cccs2)C([n+]2ccccc2)=C([O-])c2ccccc21	-13	-4	0.7	-3	-24	1	0.9	.	-3
COc1cc(C(=O)OCC(=O)NC2CCS(=O)(=O)C2)ccc1OCc1c(C)noc1C (stereo not drawn)	-8	0	2.9	-3	0	0	1.1	-6	-3
O=C(c1cccc(Cl)c1)N1CCn2c1nc1ccccc12	-6	-2	1.3	2	-4	2	0.2	-3	0
NS(=O)(=O)c1cccc(NC(=O)COC(=O)C2CCN(S(=O)(=O)c3cccs3)CC2)c1	-2	5	0.5	-3	0	-4	2.0	-8	0
Cc1onc(-c2ccccc2Cl)c1C(=O)N1CC(C)OC(C)C1 (stereo not drawn)	-17	-1	-2.1	-3	13	0	0.2	8	-2
O=c1[nH]c(=S)[nH]nc1Cc1ccccc1	-21	-1	-1.1	2	6	7	1.2	20	-1
OC(COc1c(F)cc(Br)cc1F)CN1CCN(c2ccc(F)cc2)CC1 (stereo not drawn)	-2	-7	0.3	-3	2	1	0.6	-1	-1
O=C(NCCCN1CCOCC1)C1(c2ccccc2)CCOCC1	-20	2	2.9	0	12	6	-0.2	-12	0
O=C(Nc1ccc(F)cc1)C(c1ccccc1)N1CCN(S(=O)(=O)c2ccc3ccccc3c2)CC1 (stereo not drawn)	-7	-2	4.8	3	11	8	0.2	-12	4
COCCN(Cc1cc2cc(C)ccc2n2nnnc12)C(=S)Nc1ccccc1C	-17	-7	-0.7	4	-6	4	1.6	-8	3
COc1ccc(CCNC(=O)C(=O)NCc2ccccc2)cc1OC	0	-2	2.0	1	-12	3	-0.6	-9	0
Cc1cc(C)n2cc(-c3ccc(Cl)cc3)c(C(=O)O)c2n1	4	1	0.5	2	-4	12	0.7	0	-2
CCOC(=O)c1cnc(N2CCN(C(=O)OCC)CC2)[nH]c1=O	17	-2	0.5	-1	6	1	0.9	-6	-2
O=C(CCc1ccccc1)Nc1ncc2c(n1)CCCC2=O	15	-1	0.3	6	-39	9	0.4	-8	7
CC(C(=O)N1CCCC1)c1ccc([N+](=O)[O-])cc1 (stereo not drawn)	-4	4	-0.7	-6	4	-1	0.9	-7	-2
O=C(CCCN1C(=O)c2ccccc2C1=O)NCCCN1CCOCC1	-11	-8	1.4	-2	6	5	0.6	0	2
Cc1nn(C)c(Cl)c1CN1CCN(CCC(C)C)C(CCO)C1 (stereo not drawn)	4	0	0.5	-3	-20	2	0.1	-14	-3
COc1ccccc1N1CCN(C(=O)c2cc3c(s2)CCC3)CC1	0	6	1.5	-2	7	7	-1.2	-9	2
CCOc1ccccc1NC(=O)C1CCN(C(=O)NCc2ccccc2)CC1	-8	-2[fluorescence artefact?]	-2.5	-3	-9	2	-0.8	.	3
CCO/N=C(/c1nonc1N)N1CCN(c2ccc([N+](=O)[O-])cc2)CC1	-1	-5[fluorescence artefact?]	0.6	-1	3	4	-0.1	-5	5
COc1ccc(-c2[nH]ncc2CN2CCCCCCC2)c(OC)c1	-8	0	-0.1	-4	5	-2	0.0	-12	-3
O=C(O)CC1SC(=Nc2ccc(O)cc2)NC1=O (stereo not drawn)	-5	-4	1.2	-1	5	8	0.3	-1	-4
CCCCCCCSc1nnc(-c2ccccc2N)c(=O)[nH]1	-26	-2	-0.2	-3	-7	1	0.5	0	-2
C=CCn1c(SCC(=O)c2c(N)n(C)c(=O)n(C)c2=O)nc2sc(CC)cc2c1=O	-8	0	1.4	-1	8	4	0.8	-8	1
CCOCCn1c(SCCc2ccccc2)nc2c1c(=O)[nH]c(=O)n2C	-8	-1	0.5	0	-15	4	-0.1	-6	-3
C=CCNC(=O)C(=O)N/N=C/c1cccc(Br)c1	12	1	1.3	-2	-14	4	0.5	-12	-2
CC(C)NC(=O)C1CCN(C(=O)C(C(=O)c2ccccc2)n2cc(Cl)ccc2=O)CC1 (stereo not drawn)	-2	-4	0.5	-1	21	3	1.5	-8	-2
Cc1sc(NC(=O)CN(CCc2ccccc2)C(=O)C2CC2)c(C(N)=O)c1C	-11	2	3.1	0	3	6	-1.2	-10	-1
